NR2E3 ag-1 – activates human NR2E3 receptor; Q9Y5X4; CHO-S Gal4-NCOR/VP16-NR2E3 two-hybrid, luciferase; inhibition of corepressor binding, % at 3.98 µM; 0.35% of 360,000 active; AID 602229;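 active = inhibition above the mean of all tested compounds plus 3 SD, cut at about 70% in these data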;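 also: 0% = DMSO with NR2E3 transfected cells and 100% = cells lacking NR2E3 construct; higher means lower luciferase signal from less NR2E3 corepressor binding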
Target sequence (Q9Y5X4 whole entry, looked up, the tested form may be a part): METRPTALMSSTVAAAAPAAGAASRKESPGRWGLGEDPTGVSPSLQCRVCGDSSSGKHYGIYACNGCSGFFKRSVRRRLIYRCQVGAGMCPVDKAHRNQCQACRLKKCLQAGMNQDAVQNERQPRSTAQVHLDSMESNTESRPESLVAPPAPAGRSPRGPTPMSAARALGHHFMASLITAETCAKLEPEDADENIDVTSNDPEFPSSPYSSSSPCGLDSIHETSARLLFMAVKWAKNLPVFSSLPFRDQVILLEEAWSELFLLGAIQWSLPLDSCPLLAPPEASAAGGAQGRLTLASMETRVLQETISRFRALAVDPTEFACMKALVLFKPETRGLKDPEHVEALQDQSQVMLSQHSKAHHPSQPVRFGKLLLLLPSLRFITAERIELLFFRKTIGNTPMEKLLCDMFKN
NR2E3 ag-2 – NR2E3 (human) agonism; Q9Y5X4; GST-NR2E3/biotin-RetCOR TR-FRET, 1536-well; inhibition of corepressor binding, % at 4.78 µM; 0.12% of 320,000 active; AID 2300;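 active = percent inhibition above the cutoff of mean plus 3 SD of all tested compounds, set per screening campaign, cut at about 20% in these data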;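 also: 0% = DMSO wells and 100% = biotin wells as full block of FRET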
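Test system: GST-NR2E3 and biotin-RetCOR proteins | Quantity: 1.35 nM GST-tagged NR2E3 final | Medium: Tris pH 7.5 | Also added: 7 nM biotin-RetCOR | Dosing: Compound at 4.8 µM, single dose | Timing: 5 h at 4 °C | Detection: Time-resolved FRET | Read-out basis: Percent inhibition | Benchmarks: Biotin wells as high control, 0.6% DMSO wells as low control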
TRAIL sens C8 – caspase-8 TRAIL sensitization. NB7+C8 cells + TRAIL, ATPlite viability luminescence. inhibition (viability loss, TRAIL sensitization), % at 10 µM. 1% of 360,000 active. AID 624354;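 active = compounds causing at least 50% loss of cell viability in the single-dose screen, relative to plate controls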
HIF-2a block – blocks HIF-2a reporter activity. 786-0 RCC cells HIF-2a reporter, luciferase luminescence, overnight. inhibition, % at 18.8 µM. 0.72% of 360,000 active. AID 624352;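 active = inhibition of the luminescence signal of 40% or more relative to plate controls, in a single-dose primary screen at 18.75 µM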
Shn3 inh set2 – reduces Shn3 3'UTR luciferase signal in osteoblasts | inhibition, % at 12.5 µM | Clone20 osteoblast Shn3 3'UTR firefly luciferase, 24 h | 0.52% of 360,000 active;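 active = mean inhibition of at least 75% with every replicate also reaching 75%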;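 also: 0% = median of neutral control wells and 100% = pilot-screen positive control compound; some compounds past the cut are filed as inactive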
EBV LMP1 NFkB – reduces LMP1-driven NF-kappaB luciferase signal; LMP1-induced NF-kappaB luciferase reporter cells, luminescence; inhibition, % at 12.5 µM; 0.69% of 350,000 active; in the data active = inhibition above about 41%;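 also: 0% = neutral control wells and 100% = reference inhibitor control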
hiPSC survival – hiPSC single-cell survival enhancement | ATPlite luminescence; 100% = ROCK inhibitor wells, 0% = DMSO | survival enhancement, % at 20 µM | 0.044% of 360,000 active; in the data active = survival enhancement above about 18%;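 also: cells exposed to compounds for 16 hours before the ATP read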
MITF TRPM1 inh – MITF TRPM1 promoter inhibition in SK-MEL-5 cells; SK-MEL-5 TRPM1 promoter luciferase, 24 h; inhibition, % at 12.5 µM; 0.83% of 330,000 active;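 active = mean inhibition across replicates of 60% or more, whatever share of single replicates reaches that level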; also: values of inactives mirror those of a sister screen read the other way
Peg3 prom inh – Peg3 promoter activity inhibition; HeLa PEG-Prom luciferase reporter, luminescence, overnight; inhibition, % at 20 µM; 1.7% of 360,000 active; AID 588405;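 active = inhibition of at least 50% at 20 µM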
KKLEB tox – CF airway cell cytotoxicity counter-screen; KKLEB CF airway cells viability, ATPlite luminescence, overnight; stronger effect = lower value; cells stimulated with P. aeruginosa culture filtrate; activity change (cytotoxicity), % at 5 µM; 0.36% of 360,000 active; AID 602141;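 active = corrected activity change at or below -50% at 5 µM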
CF NFkB block – inhibitors of cystic fibrosis induced NF-kB; KKLEB NF-kB-GFP reporter, PAF-induced, GFP fluorescence overnight; inhibition, % at 5 µM; 0.86% of 360,000 active;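 active = at least 50% inhibition at 5 µM, scaled per plate between neutral and stimulator controls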;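 also: PAF is a Pseudomonas aeruginosa culture filtrate used as stimulus; plate controls were PAF-stimulated DMSO wells for no effect and unstimulated DMSO wells for full effect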
* marks the source's active call; other numbers are inactive results; nt = no result given.

SMILES | NR2E3 ag-1 | NR2E3 ag-2 | TRAIL sens C8 | HIF-2a block | Shn3 inh set2 | EBV LMP1 NFkB | hiPSC survival | MITF TRPM1 inh | Peg3 prom inh | KKLEB tox | CF NFkB block
COc1ccc(-c2cc(C(=O)OCC(=O)NC3CC3)c3ccccc3n2)cc1 | -69 | 3 | 40 | -164 | -17 | -2 | 0.1 | -34 | -84 | -1 | -41
CC1CCCN(CCS(=O)(=O)c2ccccc2)C1 (stereo not given) | 7 | -4 | 1 | 5 | 2 | -1 | -0.1 | -2 | 7 | 13 | 3
COC(=O)C1=C(C)N(Cc2ccccc2)C(=S)N[C@H]1c1ccccc1 | 4 | 1 | -9 | -1 | 10 | -3 | 2.1 | -10 | 20 | 6 | 15
COc1ccccc1C(=O)NCc1n[nH]c(=S)n1Cc1ccccc1 | -19 | 1 | 0 | 11 | -23 | -13 | -2.3 | 8 | 7 | -7 | -8
COC(=O)COc1cc(Br)c(/C=C2/SC(=O)N(CC(=O)N3CCCC3)C2=O)cc1OC | -2 | -2 | 10 | 28 | 6 | 0 | 1.2 | 1 | 3 | -4 | -1
O=C(O)c1cccc2c1C(=O)N(Cc1ccncc1)C2 | -5 | 6 | 5 | 7 | 4 | -6 | -2.4 | 4 | 2 | 2 | -9
CCOc1ccc(CCNC(=O)COC(=O)/C=C/c2ccc(C)o2)cc1OCC | -2 | 1 | 8 | -2 | -7 | 11 | -0.5 | 4 | 7 | 1 | -3
CCOC(=O)c1sc2nc3n(c(=O)c2c1C)CCC3 | -22 | 4 | -1 | -142 | -3 | -18 | 0.9 | -16 | -101 | 11 | -11
COc1ccccc1OCC(=O)Nc1nc(-c2ccc(S(=O)(=O)N3CCOCC3)cc2)cs1 | 8 | -1 | -2 | 28 | 1 | 13 | -0.6 | -5 | 29 | -2 | 3
CCOCCCNC(=O)c1ccc(CS(=O)(=O)c2cccc(C(F)(F)F)c2)o1 | -12 | 2 | 1 | 17 | -30 | -8 | 0.2 | 12 | -9 | -2 | -2
CC1C(=O)C(C)(C)C(=O)OC1c1ccccc1 (stereo not given) | 18 | 0 | 4 | 10 | -2 | 2 | -0.3 | -9 | 13 | 0 | -11
COc1ccc(OCc2cc(C(=O)N3C[C@@H](C)O[C@@H](C)C3)no2)c(Cl)c1 | -99 | 3 | 4 | -174 | -40 | -25 | 0.5 | -67 | -179 | 18 | -23
CCCCN1C(=O)CC(C(=O)OCC)=C1C | -9 | nt | -3 | 6 | -6 | 6 | -0.6 | 9 | 7 | 2 | 1
Cc1nc2sccn2c(=O)c1S(=O)(=O)Nc1cccc(Cl)c1C | -13 | -2 | 26 | 15 | 2 | -5 | -0.3 | nt | 1 | -13 | 4
Cc1cc(C(=O)O)ccc1-n1c(C)cc(/C=C(/C#N)C(=O)Nc2ccccc2)c1C | -36 | 4 | -9 | 10 | 6 | 1 | 0.1 | 3 | 15 | 3 | -19
COC(=O)Nc1ccc(Cn2cc(C(F)(F)F)ccc2=O)cc1 | 5 | 8 | 0 | 7 | -14 | 1 | 1.3 | -2 | 16 | 4 | 4
COc1ccc(C(=O)OCC(=O)c2c[nH]c3ccccc23)cc1OC | -56 | 4 | 9 | -89 | -37 | 67* | -0.4 | -9 | -71 | -8 | 0
CC(C)CNC(=O)c1cccc2c(-c3ccc(F)c(F)c3)coc12 | -54 | nt | 15 | -61 | 15 | nt | 4.1 | nt | -32 | 13 | -6
COc1ccc(CNC(=O)C2CCN(c3nnc(N4CCCC4=O)s3)CC2)cc1 | -31 | 0 | 3 | -6 | 9 | 1 | 1.7 | 10 | -5 | -3 | -18
Cc1cc(S(=O)(=O)NCCCN2CCOCC2)c(Cl)cc1Cl | 17 | -2 | 0 | 11 | -8 | -5 | 0.6 | 2 | 12 | 8 | -16
C[C@@H]1CN([C@@H](C)CO)C(=O)c2cc(C#CCN(C)C)cnc2O[C@H]1CN(C)Cc1ccc2c(c1)OCO2 | -4 | nt | 5 | -6 | 5 | 3 | -0.6 | nt | -20 | 14 | 2
Cc1cc(NC(=O)Nc2ccccc2[N+](=O)[O-])n(C)n1 | -6 | -2 | -14 | -4 | -4 | -15 | -0.1 | 9 | -4 | 5 | -17
CN(Cc1cnccn1)Cc1nc(Cc2ccccc2F)no1 | -9 | 0 | -5 | 9 | -1 | -8 | 0.2 | 1 | -12 | -12 | 5
CCn1cc([N+](=O)[O-])c(C(=O)Nc2ccn(Cc3ccccc3F)n2)n1 | -15 | 5 | -6 | 8 | 9 | -2 | 0.3 | 13 | -1 | 6 | 10

An excerpt from above in order of the NR2E3 ag-1 value, smallest number first.
| mol | NR2E3 ag-1 |
| --- | --- |
| COc1ccc(OCc2cc(C(=O)N3C[C@@H](C)O[C@@H](C)C3)no2)c(Cl)c1 | -99 |
| COC(=O)COc1cc(Br)c(/C=C2/SC(=O)N(CC(=O)N3CCCC3)C2=O)cc1OC | -2 |
| COc1ccccc1OCC(=O)Nc1nc(-c2ccc(S(=O)(=O)N3CCOCC3)cc2)cs1 | 8 |
| Cc1cc(S(=O)(=O)NCCCN2CCOCC2)c(Cl)cc1Cl | 17 |

(more compounds)
SMILES | NR2E3 ag-1 | NR2E3 ag-2 | TRAIL sens C8 | HIF-2a block | Shn3 inh set2 | EBV LMP1 NFkB | hiPSC survival | MITF TRPM1 inh | Peg3 prom inh | KKLEB tox | CF NFkB block
COc1ccc(OC)c(C(=O)NC(CC(N)=O)c2ccc(N3CCC(N4CCCCC4)CC3)c([N+](=O)[O-])c2)c1 (stereo not given) | 3 | -1 | 4 | 10 | -12 | 7 | -3.4 | 0 | 1 | 13 | -43
CC1CCN(CCCn2c(SCC(=O)Nc3ccccc3Cl)nc3ccccc3c2=O)CC1 | 14 | 3 | 4 | 4 | -12 | -18 | -0.7 | -20 | 9 | -9 | -16
CCNC(=O)C1(C)CCCN1C(=O)c1ccc(-c2ccccc2)cc1 (stereo not given) | 32 | nt | -15 | -16 | 2 | nt | -2.8 | nt | -3 | 5 | 24
Cc1cc(=O)[nH]c(-n2nc(C)c(Oc3ccccc3O)c2C)n1 | 11 | 2 | 21 | 2 | 15 | -2 | 15 | 11 | 3 | 8 | -16
Cn1nccc1C(=O)N1CCC(Cc2ccccc2)CC1 | 16 | -1 | -3 | 31 | 2 | 5 | -0.5 | 6 | 25 | 12 | 12
NC(=O)C1CCCN(C(=O)c2cccc(NC(=O)c3cccs3)c2)C1 (stereo not given) | -3 | nt | -6 | 15 | -3 | 1 | -0.3 | 5 | 12 | 14 | -11
CC(=O)NCC(=O)N[C@@H](CC(=O)OCc1ccccc1)C(=O)OCc1ccccc1 | -14 | -2 | -7 | 24 | 3 | -3 | -0.6 | 1 | 11 | 10 | 11
CC(c1ccccc1)N1CC(C(=O)O)CC1=O (stereo not given) | 1 | -1 | -4 | 18 | -1 | -3 | -0.9 | -5 | 18 | 1 | 6
CCCC1C(C#N)=C(N)Oc2n[nH]c(C(C)(C)C)c21 (stereo not given) | -22 | -4 | -4 | 9 | -2 | -2 | 5.4 | -4 | 1 | 4 | -7
O=c1nc(-c2ccccc2)c2cc(SC(F)F)ccc2[nH]1 | -12 | 3 | 16 | 10 | 2 | 8 | -0.8 | 7 | 13 | 0 | 6
CCOC(=O)C1(Cc2ccc(OC)cc2)CCN(C(=O)[C@@H]2CCCN2C(C)=O)CC1 | -15 | 1 | 2 | -94 | -13 | -10 | -0.6 | -22 | -44 | -5 | 9
CC(C)C(=O)Nc1ccc2c(c1)Cc1cc(NC(=O)C(C)C)ccc1-2 | 0 | 0 | -12 | -18 | 15 | -3 | -0.5 | -3 | -6 | -12 | 5
COc1ccc(C2CC(c3ccc(Cl)cc3)=NN2C(=O)c2cccc([N+](=O)[O-])c2)cc1 (stereo not given) | -19 | -4 | 1 | -39 | 5 | -5 | -1.3 | 1 | -30 | -10 | 12
O=C1OC[C@H]2CCCN2C(=O)[C@@H](CC(=O)N(CCO)Cc2ccccc2)C/C=C\CC[C@@H]1Cc1ccc(F)cc1 | -3 | nt | 1 | 8 | -16 | 1 | -2.2 | 10 | -2 | 8 | -4
Cc1ccc(N(CC(=O)NC2CCCC2)C(=O)CCC(=O)Nc2ccccn2)cc1 | -28 | 2 | 4 | 14 | 9 | -1 | -0.1 | 5 | 1 | -6 | 6
COc1ccc(N(CC(=O)NCCSc2ccccn2)S(=O)(=O)c2ccccc2)cc1OC | -1 | 3 | 0 | 5 | 7 | -1 | 0.1 | 15 | 11 | 8 | -10
Clc1ccc(CN2CCN(c3ncnc4scc(-c5cccs5)c34)CC2)cc1 | 17 | 0 | 14 | 3 | 77 | 8 | 3.8 | 6 | 46 | -6 | 4
COc1ccc(OC)c2[nH]c(=O)c(CCNC(C)=O)cc12 | -32 | 3 | -5 | 6 | -5 | 0 | 0.7 | 0 | 11 | -4 | -20
COc1ccc(OCc2ccc(C(=O)NN)cc2)cc1 | -76 | 1 | -19 | -39 | -14 | -6 | -0.7 | 3 | -8 | 2 | -19
CC(Oc1cccc(Br)c1)C(=O)Nc1cccc(S(=O)(=O)N2CCOCC2)c1 (stereo not given) | 13 | nt | -6 | 8 | 4 | -4 | -0.6 | 4 | 21 | 7 | 7
O=C(Nc1c2c(nn1-c1ccc(Cl)cc1)CS(=O)(=O)C2)c1ccccc1 | -20 | 2 | -4 | 9 | -5 | -2 | -0.2 | -9 | 3 | -8 | 14
CC(C)c1nc2sc3c(=S)nc[nH]c3c2c2c1CCC2 | 9 | 5 | -29 | -14 | 14 | 1 | 0.7 | -8 | 3 | -4 | 17
CCN(C(=O)Cc1c(C(=O)O)[nH]c2ccccc12)c1ccc(OC)cc1 | -13 | 2 | 5 | 13 | -7 | -8 | -1.0 | 0 | -2 | 18 | -9
N#Cc1ccc(N)cc1OCCCN1CCCCC1 | -9 | nt | -14 | -20 | 21 | 2 | -1.4 | -6 | -42 | 4 | 16
COc1cc(O)c2c(=O)c3c(O)ccc(O)c3oc2c1 | -25 | nt | 2 | 3 | 5 | 0 | -1.8 | -1 | 6 | -4 | -12
CCCn1ccc2c(OCC(=O)Nc3ccc(NC(C)=O)cc3)cccc2c1=O | 25 | -3 | -12 | 4 | -7 | 6 | -0.4 | 11 | 23 | -6 | -23

Of the compounds above, three contain a cyano group:
SMILES | NR2E3 ag-1 | NR2E3 ag-2 | TRAIL sens C8 | HIF-2a block | Shn3 inh set2 | EBV LMP1 NFkB | hiPSC survival | MITF TRPM1 inh | Peg3 prom inh | KKLEB tox | CF NFkB block
Cc1cc(C(=O)O)ccc1-n1c(C)cc(/C=C(/C#N)C(=O)Nc2ccccc2)c1C | -36 | 4 | -9 | 10 | 6 | 1 | 0.1 | 3 | 15 | 3 | -19
CCCC1C(C#N)=C(N)Oc2n[nH]c(C(C)(C)C)c21 (stereo not given) | -22 | -4 | -4 | 9 | -2 | -2 | 5.4 | -4 | 1 | 4 | -7
N#Cc1ccc(N)cc1OCCCN1CCCCC1 | -9 | nt | -14 | -20 | 21 | 2 | -1.4 | -6 | -42 | 4 | 16

Not all compounds are listed; rates above refer to the full screens.
